From PubChem BioAssay
USP1 inh: USP1/UAF1 (human) deubiquitinase inhibition. O94782. recombinant USP1/UAF1, Ub-Rhodamine cleavage fluorescence. Potency, µM (series often up to 57.1 µM), without a hit: top-dose activity change, negative = inhibition, hits mostly inhibitors. hit rate 0.23% among 390,000; further: potency means the concentration at half of the fitted maximal effect; nearly all actives have a fitted effect of over 60% in size; inactives centre near -12
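1 nM enzyme complex + cpd, 15 min RT; start with Ub-Rho 150nM final; kinetic fluorescence ex 480/em 540, 6 reads q60 s. Buffer 50mM HEPES pH 7.8, 0.5mM EDTA, 0.1 mg/ml BSA, 1mM TCEP, 0.01% Tween-20.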
TrxR1 inh: inhibitors of rat thioredoxin reductase 1. O89049. recombinant rTrxR1, NADPH fluorescence consumption, selenite substrate. Potency, µM (top dose mostly 114 µM), without a hit: at the top dose activity change, negative = inhibition, actives largely listed as inhibitors. hit rate 1% among 390,000. AID 588453; further: potency means the concentration at half of the fitted maximal effect; nearly all actives have a fitted effect of over 65% in size
Target sequence (O89049 whole entry, looked up): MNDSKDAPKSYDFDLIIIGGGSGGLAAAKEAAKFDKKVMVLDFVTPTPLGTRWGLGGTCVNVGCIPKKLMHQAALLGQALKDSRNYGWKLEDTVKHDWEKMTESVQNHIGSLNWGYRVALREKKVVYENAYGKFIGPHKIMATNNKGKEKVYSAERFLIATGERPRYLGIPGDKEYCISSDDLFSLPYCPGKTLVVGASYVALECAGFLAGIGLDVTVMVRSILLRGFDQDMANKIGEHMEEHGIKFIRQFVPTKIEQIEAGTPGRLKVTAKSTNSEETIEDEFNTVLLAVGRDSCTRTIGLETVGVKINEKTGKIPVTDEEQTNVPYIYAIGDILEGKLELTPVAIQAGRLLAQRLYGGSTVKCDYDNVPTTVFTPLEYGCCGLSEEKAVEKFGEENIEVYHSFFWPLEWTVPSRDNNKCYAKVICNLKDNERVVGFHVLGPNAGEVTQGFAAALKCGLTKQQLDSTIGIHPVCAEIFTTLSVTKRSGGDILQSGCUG
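Rat TrxR1 (90 nM in the dispensed reagent) was pre-reduced with 400 uM NADPH for 5 min at room temperature, then incubated with compound for 15 min. After 400 uM selenite was added, NADPH fluorescence (Ex 340/Em 450 nm) was followed for 8 min.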
IDH1 R132H inh: human IDH1 R132H inhibition. IDH1-R132H enzyme, NADPH consumption, diaphorase/resazurin fluorescence. Potency, µM (titrated, usually from 76.6 µM), inactives show at the top dose activity change, negative = inhibition, most hits filed as inhibitors. O75874. hit rate 0.093% among 390,000; further: potency means the concentration at half of the fitted maximal effect; nearly all actives have a fitted effect of over 65% in size
Target sequence (O75874 whole entry R132H, stated change not applied): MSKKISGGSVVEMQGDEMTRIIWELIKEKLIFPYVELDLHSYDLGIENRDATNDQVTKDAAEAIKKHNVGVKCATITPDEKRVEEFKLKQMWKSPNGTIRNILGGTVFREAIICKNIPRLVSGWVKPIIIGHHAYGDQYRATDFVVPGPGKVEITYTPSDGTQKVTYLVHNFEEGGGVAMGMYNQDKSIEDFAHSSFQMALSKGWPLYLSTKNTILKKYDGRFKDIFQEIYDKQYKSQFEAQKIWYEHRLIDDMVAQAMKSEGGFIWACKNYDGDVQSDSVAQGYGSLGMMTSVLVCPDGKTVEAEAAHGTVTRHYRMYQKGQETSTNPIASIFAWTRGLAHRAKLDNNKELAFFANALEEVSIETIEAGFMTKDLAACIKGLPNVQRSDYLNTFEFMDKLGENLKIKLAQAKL
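IDH1-R132H (0.5 ug/mL dispensed) in pH 7.5 Tris buffer was preincubated 30 min with compound, then given a substrate mix of 0.016 mM NADPH and 2 mM alpha-KG for 80 min at room temperature; remaining NADPH was read by diaphorase/resazurin fluorescence.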
TrxR1 substrate: substrates of rat thioredoxin reductase 1; O89049; hit rate 0.01% among 390,000; Potency, µM (top dose mostly 114 µM), for inactives: top-dose activity change, negative = substrate turnover; purified TrxR1 substrate turnover, NADPH consumption readout; further: potency means the concentration at half of the fitted maximal effect; nearly all actives have a fitted effect of over 50% in size
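Rat TrxR1, dispensed at 90 nM, was prereduced with 400 uM NADPH (final) for 5 min at ~22 deg C, then incubated with compound 15 min before 400 uM selenite. A first-read NADPH fluorescence drop versus no-compound background flagged substrates.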
PI4K2A inh: inhibitors of human PI4K2A; Q9BTU6; purified PI4K2A, ADP-Glo luminescence, 1 h; hits give low values; activity change, negative = inhibition, % at 76.9 µM; hit rate 0.13% among 420,000; AID 1346378; in the data active means activity change below about -50%; inconclusive means mostly about -30% to -49%;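 further: -100% = wells without enzyme as full effect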
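In this quantitative HTS, ADP production by PI4K2A was quantified luminescently after 1 h at ambient temperature; 100 microM adenosine served as plate-quality control.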
* = called active by the depositor; ? = inconclusive; . = no result given; [ ] = dose if it differs, or a comment. Unless noted, the call rests on the fitted dose curve; in most records, active means well fitted inhibition curve with a large enough effect; inconclusive means small, poorly fitted or top-dose-only effect; inactive means no such curve, though single readings can be large or run the other way. Unless noted, on the % scale 0 is the no-effect control and ±100 the full control effect.

cpd | Structure | USP1 inh | TrxR1 inh | IDH1 R132H inh | TrxR1 substrate | PI4K2A inh
1 | CC(N)(Cc1ccc(O)c(O)c1)C(=O)O (stereo unspecified) | . | ? | . | 14%[57.1 µM] | -3
2 | CCCC1(C)C(C#N)(C#N)C1(C#N)C#N | . | ? | . | 11%[57.1 µM] | -3
3 | COc1cc(N)c(Cl)cc1C(=O)OCCN1CCCCC1 | . | 20%[57.1 µM] | . | 11%[57.1 µM] | 4
4 | COc1ccc2c(c1)c(CC(=O)O)c(C)n2Cc1ccc(Cl)cc1 | . | 16%[57.1 µM] | . | 10%[57.1 µM] | -2
5 | COC1=C(OC)C(=O)c2ccccc2C1=O | . | 12%[57.1 µM] | . | 24%[57.1 µM] | -24
6 | O=C(COC(=O)/C=C/c1ccc2ccccc2n1)NNC(=O)c1ccccc1 | -14% | . | -2% | . | -11
7 | C[C@@H]1CN([C@@H](C)CO)S(=O)(=O)c2ccc(Br)cc2O[C@H]1CN(C)C(=O)Nc1ccc2c(c1)OCO2 | -25% | . | -1% | . | -6
8 | CC(C)C1C(=O)N(Cc2cn(CCC3OCCCO3)nn2)CCS(=O)(=O)N1Cc1ccc(-c2cccc(CO)c2)cc1 (stereo unspecified) | -24% | . | 2% | . | -4
9 | CC(C)C(C(=O)O)N1C(=O)C2C3CCC(C3)C2C1=O (stereo unspecified) | 2% | . | -13% | . | -2
10 | C[C@@H]1ON(C)[C@H]2C[C@H]3c4[nH]c5ccc(-c6ccc7c(c6)OCO7)cc5c4CCN3C(=O)[C@@H]12 | ? | . | 35% | . | -4
11 | CCN(CC)C(=O)c1nc(-c2cccc3ccccc23)no1 | -7% | . | 16% | . | -1
12 | COc1ccccc1-c1ccccc1C1=CC(=O)CC(C)(C)C1=O | -6% | . | 0% | . | -4
13 | C[C@@H]1CN([C@H](C)CO)C(=O)CCCn2nncc2CO[C@H]1CN(C)S(=O)(=O)c1cn(C)cn1 | -10% | . | 8% | . | -5
14 | C[C@@H]1CN([C@@H](C)CO)C(=O)c2cc(C#Cc3cccc(F)c3)cnc2O[C@H]1CN(C)C(=O)C1CCCCC1 | -28% | . | 5% | . | -5
15 | Cc1nc2ccc(Cl)cn2c1[N+](=O)[O-] | -15% | . | -16% | . | 1
16 | C[C@@H]1CN([C@@H](C)CO)C(=O)c2cc(Br)cnc2O[C@@H]1CN(C)Cc1ccc(Oc2ccccc2)cc1 | -26% | . | 3% | . | -8
17 | O=S1(=O)CCN(CCCCc2ccccc2)CC1 | -16% | . | 14% | . | -1
18 | COc1ccc(S(=O)(=O)NCc2ccccn2)cc1C | -23% | . | -11% | . | 0
19 | COC(=O)c1cccc(NC(=O)/C(=C\c2ccco2)NC(=O)c2ccco2)c1 | -9% | . | -3% | . | -7
20 | C[C@@H]1CN([C@H](C)CO)C(=O)c2c(c3ccccc3n2C)-c2ccccc2CO[C@H]1CN(C)C(=O)Nc1ccccc1 | -21% | . | 4% | . | -6
21 | CC(C)N1CC2(CC(c3ccccc3C(F)(F)F)=NO2)CN1C(=O)c1ccc(C(C)(C)C)cc1 (stereo unspecified) | -24% | . | 12% | . | 6
22 | O=C(CN1C(=O)CSc2ccc(S(=O)(=O)N3CCOCC3)cc21)NCCc1ccccc1 | 0% | . | -6% | . | -4
23 | O=P(C(=S)Nc1ccccc1Cl)(c1ccccc1)c1ccccc1 | -16% | . | 3% | . | -3
24 | COc1cc(/C=C/C(=O)OCC(=O)N2CCCCCC2)cc(OC)c1OC | -19% | . | 4% | . | 3
25 | CCSCC(C)(C)n1[nH]c2ccccc2c1=O | -13% | . | 2% | . | 0
26 | C[C@H]1Cn2cnc(C(=O)NCC(=O)OC(C)(C)C)c2C(=O)N1 | -17% | . | 0% | . | 4
27 | CC1C(=O)N(Cc2cn(CCC3OCCO3)nn2)CCS(=O)(=O)N1Cc1ccc(-c2ccc(Cl)cc2)cc1 (stereo unspecified) | -19% | . | ? | . | -3
28 | Cc1ccc2c(c1)CO[C@@]21O[C@H](CCO)C[C@H](O)[C@H]1O | -23% | . | -7% | . | -3
29 | CNS(=O)(=O)c1ccc(CNC[C@H]2O[C@@H](n3ccc(N)nc3=O)[C@H](O)[C@@H]2O)cc1 | -4% | . | -2% | . | -9
30 | O=C(CSc1nc(=O)n(CCN2CCOCC2)c2c1CCCC2)Nc1ccccc1Cl | -17% | . | -1% | . | -4
31 | FC(F)c1nc2nc(Cl)c(Cl)nc2[nH]1 | -8% | . | 8% | . | 4
32 | Cc1csc(SCC(=O)Nc2ccc(CC#N)cc2)n1 | -16% | . | 0% | . | -3
33 | COc1ccccc1NC(=O)COC(=O)c1ccc2c(=O)n3c(nc2c1)CCC3 | -10% | . | -10% | . | 5
34 | O=C(COC(=O)CCc1c[nH]c2ccccc12)Nc1cccc(Cl)c1 | -7% | . | -4% | . | 1
35 | C[C@@H]1CN([C@@H](C)CO)S(=O)(=O)c2ccc(Br)cc2O[C@H]1CN(C)Cc1ccc(-c2ccccc2)cc1 | ? | . | 16% | . | -4
36 | CC(c1ccon1)N(C)C(=O)c1cccc(OC2CCN(S(C)(=O)=O)CC2)c1 (stereo unspecified) | -22% | . | -4% | . | -2
37 | CN(C)C(CNC(=O)c1sc2ccccc2c1Cl)c1ccco1 (stereo unspecified) | -21% | . | 8% | . | 2
38 | O=S(=O)(Nc1ccc2c3c(cccc13)CC2)c1ccccc1 | -21% | . | 8% | . | 0
39 | COc1ccc(Cl)cc1NC(=O)CN(C)C(=O)c1cn(-c2ccccc2)nc1-c1cccs1 | -27% | . | 21% | . | -8
40 | C#CCN(C[C@H]1[C@H](OC(=O)NCc2ccccc2F)[C@H](OC(=O)NCc2ccccc2F)C[C@@H](C(=O)OC)[C@H]1C(=O)OC)S(=O)(=O)c1ccc(C)cc1 | -19% | . | 19% | . | -1
41 | CC(=O)N1c2ccc(S(=O)(=O)NCCC(=O)Nc3ccc(Cl)cc3)cc2CC1C (stereo unspecified) | 0% | . | -5% | . | 2
42 | COc1ccc(NC(=O)COC(=O)c2ccc(S(=O)(=O)N3CC(C)CC(C)C3)cc2)cc1OC (stereo unspecified) | -3% | . | -1% | . | -9
43 | CCOc1ccc(NC(=O)CN2CCN(c3ccc(F)cc3)CC2)cc1S(=O)(=O)N1CCCC1 | -6% | . | 5% | . | -3
44 | Nc1ccn(CCCNCC(c2ccccc2)c2ccccc2)c(=O)n1 | -5% | . | -1% | . | -11
45 | O=C(Cc1ccccc1F)Nc1cc(S(=O)(=O)N2CCCCC2)ccc1N1CCOCC1 | -8% | . | 1% | . | -3
46 | O=C(OCc1cn([C@H]2CN(Cc3cccs3)[C@@H](c3ccccc3)C[C@@H]2O)nn1)c1ccccc1 | -24% | . | -6% | . | -5
47 | CC1(C)CC(=O)C=C(c2ccc(CO)cc2)C1=O | -9% | . | 2% | . | 6
48 | CC1=C(C(=O)N2CCOCC2)CC(CC(=O)NCc2ccco2)C(=O)N1Cc1ccc(C(C)(C)C)cc1 (stereo unspecified) | -20% | . | 18% | . | 3
49 | CCN(CC)C(=O)C(c1ccccc1)S(=O)(=O)N1CCOCC1 (stereo unspecified) | 6% | . | -8% | . | -4
50 | CCOC(=O)C(CC1=CS(=O)(=O)c2ccc(Cl)cc21)(NC(C)=O)C(=O)OCC | -27% | . | 8% | . | -3

A different layout for part of the listing above.
[5] COC1=C(OC)C(=O)c2ccccc2C1=O
  USP1 inh = .
  TrxR1 inh = 12%[57.1 µM]
  IDH1 R132H inh = .
  TrxR1 substrate = 24%[57.1 µM]
  PI4K2A inh = -24

[6] O=C(COC(=O)/C=C/c1ccc2ccccc2n1)NNC(=O)c1ccccc1
  USP1 inh = -14%
  TrxR1 inh = .
  IDH1 R132H inh = -2%
  TrxR1 substrate = .
  PI4K2A inh = -11

[7] C[C@@H]1CN([C@@H](C)CO)S(=O)(=O)c2ccc(Br)cc2O[C@H]1CN(C)C(=O)Nc1ccc2c(c1)OCO2
  USP1 inh = -25%
  TrxR1 inh = .
  IDH1 R132H inh = -1%
  TrxR1 substrate = .
  PI4K2A inh = -6

Following part.
cpd | Structure | USP1 inh | TrxR1 inh | IDH1 R132H inh | TrxR1 substrate | PI4K2A inh
51 | CC1CCCN(C(=O)c2cccc(S(=O)(=O)NCc3ccccc3)c2)C1 (stereo unspecified) | 2% | . | -2% | . | 3
52 | CCCCN1C(=O)C(CC(=O)NCc2cccs2)CC(C(=O)N2CCOCC2)=C1C (stereo unspecified) | -12% | . | 15% | . | 1
53 | CC(C)CC1C(=O)N(Cc2cn(CCC3OCCO3)nn2)CCS(=O)(=O)N1Cc1ccc(-c2ccc(Cl)c(Cl)c2)cc1 (stereo unspecified) | -35% | . | -9% | . | -2
54 | O=C(CCNC(=O)C1CCN(S(=O)(=O)c2ccc(F)cc2)CC1)NCc1ccccn1 | -3% | . | 2% | . | 4
55 | Cn1c(CC(O)c2nc3ccccc3n2C)nc2ccccc21 (stereo unspecified) | -7% | . | 2% | . | -3
56 | COc1cccc(CN(C)CCCn2cnc3c(SC)ncnc32)c1 | -21% | . | -3% | . | -2
57 | COc1ccc(CN2CCNC(=O)C2CC(=O)N(C)C2CCCCC2)cc1OC (stereo unspecified) | -14% | . | -2% | . | 3
58 | Cc1ccc(Cl)cc1NCN1C(=O)c2ccccc2C1=O | -12% | . | 8% | . | -4
59 | CCOC(=O)C(=O)NCC1CCCN1S(=O)(=O)c1cccs1 (stereo unspecified) | -21% | . | 1% | . | -4

Reformatted with each value named: part of the list above
56) COc1cccc(CN(C)CCCn2cnc3c(SC)ncnc32)c1
  USP1 inh = -21% | TrxR1 inh = . | IDH1 R132H inh = -3% | TrxR1 substrate = . | PI4K2A inh = -2

51) CC1CCCN(C(=O)c2cccc(S(=O)(=O)NCc3ccccc3)c2)C1 (stereo unspecified)
  USP1 inh = 2% | TrxR1 inh = . | IDH1 R132H inh = -2% | TrxR1 substrate = . | PI4K2A inh = 3

52) CCCCN1C(=O)C(CC(=O)NCc2cccs2)CC(C(=O)N2CCOCC2)=C1C (stereo unspecified)
  USP1 inh = -12% | TrxR1 inh = . | IDH1 R132H inh = 15% | TrxR1 substrate = . | PI4K2A inh = 1

This is a subset, so the mix of outcomes need not match the whole.
